Screening data deposited in PubChem BioAssay by National Center for Advancing Translational Sciences (NCATS).
Lipid storage S3: qHTS Assay for Lipid Storage Modulators in Drosophila S3 Cells. Drosophila S3 cells, BODIPY lipid droplet fluorescence, 18-24 h; cells fed with added oleic acid. AID 2685. Potency in µM for hits, for the others lipid storage change, negative = inhibition, % at the top dose, mostly 46.1 µM. 320,000 compounds, 0.64% hits; active = well fitted inhibition curve with a large enough effect in the signal ratio, with a control signal flat, not every such curve was filed as active; inconclusive = small, poorly fitted or top-dose-only effect, or effect the other way, or a change in a side signal; the % refers to the signal ratio
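Laser-scanning cytometry quantifies lipid droplet accumulation (500–530 nm total intensity; droplet/cell object ratio) in oleic acid-fed (400 uM added) Drosophila S3 cells treated with a concentration series. 20 uM Triacsin C defined 100% inhibition.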
Lipid storage S3 cell count max: also measured in Lipid storage S3; calls as there; cell number change, %; measured here: cell count max response;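 cells counted by Cell Tracker Red CMTPX staining in the red channel; peak over a dose series mostly up to 46.1 µM; percent activity relative to internal control wells on each plate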
Active calls of the source: *; i = inactive; ? = inconclusive; . = not tested or not shown. % is set by controls: 0 for no effect and ±100 for the full control effect; potency is the fitted concentration of half-maximal effect.

SMILES | Lipid storage S3 | Lipid storage S3 cell count max
C=CC(C)C(C(=O)c1ccccc1)N(C)C (centres undefined) | ? | .
CCOC(=O)c1ccc2[nH]c(-c3ccc(S(=O)(=O)F)cc3)cc(=O)c2c1 | 7% | 14
CCC(=O)c1c(O)n(C2CCCCCC2)c(=O)[nH]c1=O | ? | .
COc1ccc(CCn2c(O)c(C=NCc3cccnc3)c(=O)[nH]c2=O)cc1OC | i | .
O=[N+]([O-])c1cccc2c([N+](=O)[O-])cccc12 | ? | .
c1ccc(C2NCCc3[nH]cnc32)cc1 (centres undefined) | 3% | .
COc1ccc(-n2nc(C(=O)NCC(=O)N3CCC4(CC3)OCCO4)c3ccccc3c2=O)cc1 | ? | .
O=C(c1ccncc1)C12CN3CN(CN(C3)C1)C2 | ? | .
CCOc1ccc(N=Cc2c(O)n(Cc3ccccc3)c(=S)[nH]c2=O)cc1 | -1% | 4
C=CCn1c(O)c(/C=N/N2CCCCC2)c(=O)[nH]c1=O | 9% | 10
C=CCN(CC#CCOc1ccccc1OC)CC=C | 2% | 2
Cn1c(O)c(C2=NN(C(=O)CCl)C(c3ccccc3)C2)c(=O)n(C)c1=O (centres undefined) | 0% | 5
Cc1ccccc1CC(=O)N(CCN(C)C)CC1CCCN(Cc2ccccc2F)C1 (centres undefined) | 1% | -13
FC(F)(F)c1ccc2c(c1)N(CCCN1CCN(CCCl)CC1)c1ccccc1S2 | i | 24
CCOC(=O)C1(CCc2ccccc2)CCN(Cc2csc(C(C)=O)c2)CC1 | -8% | 3
Cc1nc2c(c(C)nn2-c2ccccc2)c(C)c1CCC(=O)N1CCC2(CC1)OCCO2 | i | 6
COc1ccc(C(CNC(=O)CCc2ccsc2)N(C)C)cc1 (centres undefined) | ? | .
O=c1[nH]c(=O)n(Cc2ccccc2)c(O)c1/C=N/NCCO | -15% | 19
C/C(CCc1c[nH]c2ccccc12)=N\O | 4% | 3
Cc1ccc(Cl)cc1N1CCN(CCN)CC1 | 22% | -6
O=C(Nc1nc2ccc(F)cc2s1)Oc1ccccc1 | ? | .
CN1C(=O)C(C2c3ccccc3C(=O)N2Cc2ccc([N+](=O)[O-])cc2)C(=O)N(C)C1=O (centres undefined) | ? | .
Cc1cc(C)cc(N2C(=O)NC(=O)/C(=C\c3cccn3-c3ccc(Cl)cc3)C2=O)c1 | ? | .
Cc1[nH]c2ccccc2c1C(=O)CN1CC=C(c2ccccc2)CC1 | ? | .
C=C(C)c1cccc(C(C)(C)NC(=O)NC2CN3CCC2CC3)c1 (centres undefined) | 16% | -9
Next part:
SMILES | Lipid storage S3 | Lipid storage S3 cell count max
Cc1c(N=Nc2c(O)[nH]c(=S)[nH]c2=O)c(=O)n(-c2ccccc2)n1C | 2% | 1
CCC(C)C(NC(=O)CCCNC(=O)CCC(=O)OC1O[C@H]2OC3(C)CC[C@H]4[C@H](C)CCC(C1C)C24OO3)C(=O)O (some centres undefined) | ? | .
CC(=NCc1cccnc1)c1c(O)n(Cc2ccccc2)c(=O)[nH]c1=O | 3% | -2
COC(=O)C1=C(c2cccc(OCc3ccccc3)c2)C[C@@H]2CC[C@H]1N2C(=O)NCc1cccc(OC)c1 | ? | .
COc1ccc(CNCCc2c[nH]c3ccccc23)cc1OC | -1% | -4
CCC(=NCc1ccco1)c1c(O)n(-c2ccccc2C)c(=O)[nH]c1=O | 1% | 16
COc1cc(N2CCOCC2)ccc1/C=C1\C(=O)NC(=O)N(Cc2cccs2)C1=O | 1% | 2
CCC(N)Cc1c[nH]c2ccccc12 (centres undefined) | ? | .
CC1=C(C(=O)N2CCC3(CC2)OCCO3)C2(CCC(C)CC2)OC1=O (centres undefined) | ? | .
C=C1N2CCC(CC2)C1(O)c1ccc(C)c(C)c1 (centres undefined) | 1% | 1
COC(=O)C1=C(c2c(C)noc2C)C[C@@H]2CC[C@H]1N2C(=O)N1CCC(O)CC1 | 2% | 8
O=C1NC(=O)N(c2ccc(F)cc2)C(=O)/C1=C/c1ccc(N2CCOCC2)cc1 | -3% | 10
N#Cc1ccc(NC(=O)CN2CCN(C(=O)c3cccs3)CC2)cc1Cl | ? | .
COC(=O)C1=C(c2cccc(OCc3ccccc3)c2)C[C@@H]2CC[C@H]1N2C(=O)NCc1ccc(C(F)(F)F)cc1 | ? | .
CCOc1cc2c(cc1OCC)-n1cccc1C(c1ccccc1F)NC2 (centres undefined) | 28% | .
Cc1ccc(-n2c(O)c(C=NCCN3CCOCC3)c(=O)[nH]c2=O)cc1 | ? | .
Cc1cc[n+](Cc2ccccc2)cc1 | ? | .
CN=C(SCC(=O)c1cccc(Cl)c1)c1c(O)n(C)c(=O)n(C)c1=O | 5% | 7
C#CC[N+]1(C)[C@@H]2CC(OC(=O)C(CO)c3ccccc3)C[C@H]1C(O)C2 (some centres undefined) | 1% | 8
CCOC(=O)c1ccc(NC(=O)C2C3C=CC(O3)C2C(=O)O)cc1 (centres undefined) | 1% | 13
CCOC(=O)C(=O)NC1CCSC1=O (centres undefined) | ? | .
Clc1ccccc1CN1CCNCC1 | 13% | 4
COC(=O)c1cccc(NC(=O)N2C[C@H]3C[C@@H](C2)c2cccc(=O)n2C3)c1 | ? | .
O=c1[nH]c(=O)n(Cc2ccc(F)cc2)c(O)c1/C=N/Nc1ccccc1 | ? | .
Cc1nc2c(-c3ccccc3)c(C)nn2c(C)c1CCC(=O)N1CCC2(CC1)OCCO2 | -19% | -20
The list goes on:
SMILES | Lipid storage S3 | Lipid storage S3 cell count max
Cc1ccc(-n2c(O)c(C=NCCC3=CCCCC3)c(=O)[nH]c2=O)cc1 | -2% | -14
COc1cc2c(cc1OC)C(C1c3cc4c(cc3CCN1C)OCO4)OC2=O (centres undefined) | ? | .
COC(=O)C1=C(c2c(C)noc2C)C[C@@H]2CC[C@H]1N2C(=O)N1CCC(C)CC1 | ? | .
Cc1c(C(=O)Nc2ccccc2)cc(-c2ccccc2)n1CCCN1CCOCC1 | 4% | -2
COc1cc2c(C(=O)O)c(C)n(C)c2cc1Br | ? | .
Cc1cc(/C=C2\C(=O)NC(=O)N(c3ccccc3)C2=O)c(C)n1-c1ccc(C(=O)O)c(Cl)c1 | 15% | -8
N=c1ccccn1Cc1ccccc1 | ? | .
Cc1ccc2c(c1)C1CN(C)CCC1N2C(=S)Nc1cccnc1 (centres undefined) | 14% | 15
CCOc1ccc(-c2cc(C)[n+](CCc3ccc(OC)c(OC)c3)c(-c3ccc(OCC)cc3)c2)cc1 | ? | .
CCCCCCCCCCCCn1ccc(=N)cc1 | ? | .
CCn1c(O)c(C=Nc2ccc(N3CCOCC3)c(Br)c2)c(=O)n(CC)c1=S | -12% | .
CC(C)(C)NC(=O)CN1CCCN(C(=O)COc2ccc(Cl)c3ccccc23)CC1 | 13% | 1
Cc1ccc(C2SCC(=O)Nc3c2c(=O)[nH]n3C2CCOC(C)(C)C2)cc1 (centres undefined) | i | .
CC(=O)O[C@H]1CCC2C3CCC4=CC(=O)CCC4=C3C=C[C@@]21C (some centres undefined) | 11% | -6
CC(=O)Nc1ccc(C(=O)OCC(=O)Nc2ccc(Cl)cc2C(=O)c2ccccc2)cc1 | ? | .
CCOC(=O)c1c(N)n(CCN2CCOCC2)c2nc3ccccc3nc12 | ? | .
CCn1c(C)c(C(=O)NCCc2ccccc2)c2cc(OC)ccc21 | ? | .
CC(C)c1oc(=O)cc2c1[C@@H](O)[C@H]1OC(=O)[C@@]3(C)CC[C@@H](O)[C@@]2(C)C13 (some centres undefined) | ? | .
CC(=O)N(C1=NCCCS1)c1ccc(F)cc1 | 16µM* | -2.1*
CNCCc1c[nH]c2ccccc12 | ? | .
FC(F)(F)c1ccccc1NC1=NCCCS1 | i | .
CCCCCCCCCCCCCCCC[N+](C)(C)C | ? | .
O=C(O)CCn1cc(C=C2C(=O)NC(=S)NC2=O)c(-c2cccc(Br)c2)n1 | 2% | 1
CCN1CCN(P2(=O)C=C(c3ccccc3)OC(c3ccccc3)=C2)CC1 | ? | .
CC(C)=CCC12CN3CCN(CC(C3)C1=O)C2 | i | .

Record cards, from the list above.
C=C1N2CCC(CC2)C1(O)c1ccc(C)c(C)c1 (centres undefined) as listed: Lipid storage S3: 1%; Lipid storage S3 cell count max: 1
C/C(CCc1c[nH]c2ccccc12)=N\O as listed: Lipid storage S3: 4%; Lipid storage S3 cell count max: 3

By substructure, the compounds so far containing a CF3 group
SMILES | Lipid storage S3 | Lipid storage S3 cell count max
FC(F)(F)c1ccc2c(c1)N(CCCN1CCN(CCCl)CC1)c1ccccc1S2 | i | 24
COC(=O)C1=C(c2cccc(OCc3ccccc3)c2)C[C@@H]2CC[C@H]1N2C(=O)NCc1ccc(C(F)(F)F)cc1 | ? | .
FC(F)(F)c1ccccc1NC1=NCCCS1 | i | .

Two entries picked at random from the list so far:
SMILES | Lipid storage S3 | Lipid storage S3 cell count max
CC(C)(C)NC(=O)CN1CCCN(C(=O)COc2ccc(Cl)c3ccccc23)CC1 | 13% | 1
CC(=O)Nc1ccc(C(=O)OCC(=O)Nc2ccc(Cl)cc2C(=O)c2ccccc2)cc1 | ? | .

Next results
SMILES | Lipid storage S3 | Lipid storage S3 cell count max
COc1ccc(CCNCC2CCCO2)cc1 (centres undefined) | 21% | 12
O=Cc1cn(Cc2c(F)cccc2Cl)c2ccccc12 | -2% | 0
COc1ccc(/C=C2/C(=O)N(Cc3ccco3)C(=O)N(C(C)C)C2=O)cc1 | -2% | 8
COc1ccc(O)c(CN2CCCC(C(=O)c3ccccc3SC)C2)c1 (centres undefined) | 5% | -6
CCCCCn1c(=O)c(C(=O)Nc2ccccc2)c(O)c2ccccc21 | i | .
COC(=O)C1=C(c2ccc(F)cc2F)C[C@@H]2CC[C@H]1N2C(=O)NC1CC1 | ? | .
Cc1cc(/C=C2\C(=O)NC(=O)N(c3cccc(F)c3)C2=O)c(C)n1-c1cc(C(=O)O)cc(C(=O)O)c1 | ? | .
O=Cc1cn(Cc2ccc(F)cc2)c2ccccc12 | ? | .
CCCCn1c(O)c(C(C)=NCc2cccnc2)c(=O)[nH]c1=O | -2% | -21
Cn1cc(C(O)CN2CCCCC2)c2ccccc21 (centres undefined) | ? | .
COc1ccc(NC(=O)CN2CC=C(c3ccccc3)CC2)cc1S(=O)(=O)N1CCOCC1 | ? | .
CCCCn1c(=O)c(C=Nc2cc([N+](=O)[O-])ccc2OC)c(O)n(CCCCl)c1=O | ? | .
CCN(CC)c1ccc(/C=C2/C(=O)NC(=O)N(CC3CCCO3)C2=O)cc1 (centres undefined) | 9% | -24
CCC1C2CC3C4N(C)c5ccccc5C45CC(C2C5O)N3[C@@H]1O (some centres undefined) | ? | .
CCOC(=O)Cn1cc(C=C2C(=O)N(C)C(=O)N(C)C2=O)c2ccccc21 | i | .
CCCC(=O)Nc1ccc(N2CCN(CC)CC2)c(Cl)c1 | 4% | 15
c1cc2c(cc1CCNC1C3CC4CC(C3)CC1C4)OCO2 (centres undefined) | 8% | 2
COc1nc(NC(C)C)nc(NC(C)C)n1 | ? | .
C[C@H](NC(=O)N1C[C@H]2C[C@@H](C1)c1cccc(=O)n1C2)C(=O)Nc1cccc(F)c1 | -17% | -5
O=C1CCCC2C3CCCN4CCCC(CN12)C34 (centres undefined) | -2% | .
Cc1ccc(NP(=O)(Nc2ccc(C)cc2)Oc2ccccc2)cc1 | ? | .
O=c1cccc2n1CC1CC2CN(S(=O)(=O)c2ccc(F)cc2)C1 (centres undefined) | ? | .
Cc1c(C(=O)N2CCC3(CC2)OCCO3)sc2ncnc(N3CCN(c4ccccn4)CC3)c12 | ? | .

These rows are one share of the data; the hit share may differ from the screen's.
